VP16 counter: counter-screen for ROR gamma inhibitors: Gal4-VP16 reporter; 310,000 compounds, 3.5% hits; Drosophila S2 Gal4-VP16 UAS-luciferase, luminescence, 20 h; Potency, µM (series often up to 53.6 µM), for inactives: at the top dose activity, negative = inhibition, hits mostly inhibitors;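 further: Gal4-VP16 expression switched on by copper sulfate through the metallothionein promoter; on the % scale 0 is the no-effect control and ±100 the full control effect; nearly all actives have a fitted effect of over 50% in size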
Rab9 prom act: Rab9 promoter activation; 320,000 compounds, 2.8% hits; Huh7 Rab9 promoter-luciferase reporter, luminescence, 24 h; Potency, µM (doses to about 9.22 µM), inactives show top-dose activation, negative = inhibition, actives largely listed as activators; further: % of control where 0% means no effect; nearly all actives have a fitted effect of over 60% in size
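Steps: seed 1500 Huh7 Rab9-luc cells per well, rest 2 h at 37 °C; add compound in DMSO; incubate 24 h; add luciferase reagent, 10 min ambient; read luminescence.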
uPA surface inh: inhibitors of cell surface uPA generation | 330,000 compounds, 0.31% hits | Potency, µM (highest dose often 38.3 µM), without a hit: at the top dose activity change, negative = inhibition, actives largely listed as inhibitors | cell surface uPA generation assay, qHTS; active means well fitted inhibition curve with a large enough effect; inconclusive means small, poorly fitted or top-dose-only effect; inactive means no such curve, though single readings can be large or run the other way; tested in mouse RAW 264.7 cells; further: on the % scale 0 is the no-effect control and ±100 the full control effect; nearly all actives have a fitted effect of over 55% in size
NPC1 prom act: activates the NPC1 promoter; Huh7 NPC1 promoter luciferase reporter, 24 h; Potency, µM (series often up to 9.22 µM), for the others: at the highest dose activation, actives largely listed as activators; 320,000 compounds, 2.4% hits; AID 485313;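 further: % of control where 0% means no effect; nearly all actives have a fitted effect of over 60% in size; reporter is driven by a mutant NPC1 promoter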
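Luciferase expression driven by the NPC1 promoter was measured in stably transfected Huh7 cells after a 24 h compound incubation, using a luciferase reagent and a luminescence read.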
MBNL1-CUG inh: MBNL1-poly(CUG) RNA binding inhibition. Potency, µM (doses to about 57.5 µM), for the others: top-dose activity change, negative = inhibition, usual class: inhibitors. TR-FRET MBNL1-His/biotin-(CUG)12 binding, 665/545 ratio. 280,000 compounds, 0.036% hits. Q9NR56; active means well fitted inhibition curve with a large enough effect in the signal ratio, with a control signal flat, not every such curve was filed as active; inconclusive means small, poorly fitted or top-dose-only effect, or effect the other way, or a change in a side signal; inactive means no such curve, though single readings can be large or run the other way; the % refers to the signal ratio; further: on the % scale 0 is the no-effect control and ±100 the full control effect
Target sequence (Q9NR56 whole entry, looked up): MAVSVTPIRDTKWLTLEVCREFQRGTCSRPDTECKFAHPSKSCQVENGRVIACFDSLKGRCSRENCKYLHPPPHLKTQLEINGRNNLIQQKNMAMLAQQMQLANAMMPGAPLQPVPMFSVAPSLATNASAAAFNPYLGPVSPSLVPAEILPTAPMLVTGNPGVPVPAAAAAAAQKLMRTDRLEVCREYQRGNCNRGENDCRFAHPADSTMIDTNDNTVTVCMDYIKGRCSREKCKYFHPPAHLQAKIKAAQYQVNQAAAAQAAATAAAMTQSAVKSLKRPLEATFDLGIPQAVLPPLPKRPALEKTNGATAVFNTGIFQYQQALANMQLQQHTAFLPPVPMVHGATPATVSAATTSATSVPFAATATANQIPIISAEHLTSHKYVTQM
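Compound titration spanned 92 nM–58 uM against the MBNL1-His/biotin-(CUG)12 complex. After 60 min at room temperature with 5 nM streptavidin-XL665 and 0.055 ng/ul terbium anti-His, ratiometric 665/545 nm emission (Ex 340 nm) normalized to controls.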
p53 reactivator: restores transcriptional activity of mutant p53; H1299 p53-A138V BP100-luciferase reporter, luminescence, 24 h; Potency, µM (series often up to 92.2 µM), for inactives: top-dose activity change, positive = activation, actives largely listed as activators; 320,000 compounds, 0.063% hits; further: % of control where 0% means no effect; nearly all actives have a fitted effect of over 45% in size
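H1299 (p53-null), stable ts p53-A138V + BP100-Luc; 1000 cells/well, Opti-MEM/10% FBS; cpd 4 pt, 1:5; 24 h, 37 deg C, 5% CO2; detection reagent 10 min RT; luminescence.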
FLuc counter: firefly luciferase modulation, counter-screen for miR-21 project; P08659; purified FLuc, Km substrates, luminescence inhibition; Potency, µM (doses to about 57.5 µM), for inactives: at the top dose activity change, negative = inhibition, actives largely listed as inhibitors; 360,000 compounds, 6.9% hits;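 further: plate controls were vehicle for no effect and reference inhibitor for full effect; nearly all actives have a fitted effect of over 55% in size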
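Purified P. pyralis luciferase (10nM final) with 10uM D-luciferin and 10uM ATP (Km levels) in 50mM Tris acetate pH 7.5, 10mM Mg acetate, 0.01% Tween-20, 0.05% BSA; qHTS 6-point titration, ~60 µM downward; luminescence read.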
RORgamma inh: ROR gamma (mouse) transcription inhibition; P51450; Drosophila S2 Gal4-RORgamma UAS-luciferase reporter, 20 h; Potency, µM (doses to about 53.6 µM), for the others: at the top dose activity change, negative = inhibition, usual class: inhibitors; 310,000 compounds, 5.4% hits; AID 2551; further: on the % scale 0 is the no-effect control and ±100 the full control effect; nearly all actives have a fitted effect of over 60% in size
Target sequence (P51450 whole entry, looked up, the tested form may be a part): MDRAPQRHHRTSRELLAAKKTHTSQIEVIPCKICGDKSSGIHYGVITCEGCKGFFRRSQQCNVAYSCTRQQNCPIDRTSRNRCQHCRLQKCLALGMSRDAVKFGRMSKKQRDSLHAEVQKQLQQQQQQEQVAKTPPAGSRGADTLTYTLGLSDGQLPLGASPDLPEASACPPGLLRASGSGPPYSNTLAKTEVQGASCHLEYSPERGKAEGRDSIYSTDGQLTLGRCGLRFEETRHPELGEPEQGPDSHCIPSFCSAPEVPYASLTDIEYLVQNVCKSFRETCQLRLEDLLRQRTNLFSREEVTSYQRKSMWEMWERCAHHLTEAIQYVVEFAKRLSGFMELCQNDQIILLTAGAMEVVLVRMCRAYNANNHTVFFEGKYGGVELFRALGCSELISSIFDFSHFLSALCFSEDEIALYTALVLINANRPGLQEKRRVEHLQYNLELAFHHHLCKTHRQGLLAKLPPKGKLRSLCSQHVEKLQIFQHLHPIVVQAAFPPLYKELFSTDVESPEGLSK
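Luminescence from a UAS-regulated Photinus luciferase reporter in stably transfected Drosophila Schneider cells is measured; decreased signal marks ROR gamma inhibition. Fusion expression is induced by 700 uM copper sulfate for 20 hr.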
ELG1 genotoxic: induces genotoxicity in HEK293T cells with luciferase-tagged ELG1 | 330,000 compounds, 1.3% hits | Potency, µM (top dose mostly 46 µM), for inactives: top-dose activity change, positive = activation, most hits filed as activators | HEK293T ELG1-luciferase reporter, luminescence, 16 h | AID 504466; further: % of control where 0% means no effect; nearly all actives have a fitted effect of over 60% in size
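HEK293T cells expressing luciferase-tagged ELG1 were treated with compound or DMSO for 16 hr at 37°C. Luciferase activity was then read after 30 min with ONE-Glo at room temperature; rising signal flags genetic stress.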
BRCA1 expr act: activators of BRCA1 expression; MCF7-BRCA1-FFLuc reporter, luminescence, 48 h; response scale: scaled: vehicle 0%, 10 µM genistein 100%; Potency, µM (highest dose often 46.1 µM), inactives show at the top dose activation, actives largely listed as activators; 380,000 compounds, 1.1% hits; AID 624202; further: nearly all actives have a fitted effect of over 80% in size; some results filed as inactive show a strong effect at the top dose
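MCF7-BRCA1-FFLuc cells, 2000/well in phenol-red-free MEM, attached 2 h then treated 48 h at 37 C. Luciferase luminescence read 15 min after reagent; normalized to genistein maximum activation (10microM) and DMSO, concentration-response fitted.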
Numbers without * were called inactive; ? = inconclusive; · = not tested or not shown; [ ] = dose if it differs, or a comment. Unless noted, the call rests on the fitted dose curve; in most records, active means well fitted curve in the direction sought with a large enough effect; inconclusive means small, poorly fitted or top-dose-only effect, or another doubt; inactive means no such curve, though single readings can be large; an effect the other way counts as inactive or inconclusive. Potency means the concentration at half of the fitted maximal effect.

item	molecule	VP16 counter	Rab9 prom act	uPA surface inh	NPC1 prom act	MBNL1-CUG inh	p53 reactivator	FLuc counter	RORgamma inh	ELG1 genotoxic	BRCA1 expr act
1	Cc1noc(C)c1CS(=O)(=O)c1ccc(Br)cc1	-6%	0%	-9%	-1%	2%	5%	-2%	7%	3%	16%
2	Cc1cccc(N(CC(=O)NC2CCCC2)C(=O)CCCC(=O)Nc2ccccn2)c1	2%	3%	9%	-2%	-6%	-2%	1%	?	1%	-11%
3	C=CCn1c(SCC(=O)c2ccc(O)c(O)c2)nnc1-c1ccc(C)cc1	·	-6%	?	-12%	·	-4%	4%	·	-1%	0%
4	Cc1cc(C)c(S(=O)(=O)N2C=CC(C(F)(F)F)=NCC2)c(C)c1	8%	3%	-1%	-1%	-1%	-3%	-2%	-16%	-1%	-15%
5	Cc1onc(-c2ccccc2)c1C(=O)OCC(=O)Nc1ccc(Cl)cc1	·	-9%	-5%	3%	·	9%	·	·	-7%	-30%
6	CCc1ccc(NC(=O)C(C)OC(=O)Cc2cc(OC)c(OC)c(OC)c2)cc1 (stereo not given)	·	·	-2%	·	·	1%	·	·	0%	-10%
7	COc1cc(CNCc2ccc(OC)c(OC)c2OC)cc(OC)c1	-12%	-9%	·	-6%	2%	3%	5%	41%	1%	-51%
8	CCOC(=O)c1c(NC(=O)C(=O)N/N=C/c2ccccc2O)sc2c1CCCCC2	1.3µM*	-21%	11%	-14%	?	?	-1%	1µM*	1%	-55%
9	CC1CCCN(C(=O)CN2C(=O)NC3(CCCCC3C)C2=O)C1 (stereo not given)	·	0%	3%	-2%	·	-1%	-1%	·	0%	2%
10	O=[N+]([O-])c1ccccc1S(=O)(=O)NCCc1ccncc1	-14%	3%	-3%	1%	?	1%	0%	28%	-1%	-2%
11	O=C(O)CCC(=O)N1CCc2cc(S(=O)(=O)NCc3ccc(Cl)cc3)ccc21	-4%	1%	-3%	0%	1%	6%	1%	-14%	1%	12%
12	CC(C)Oc1ccc(CN2CCC(n3nccc3NC(=O)c3cccnc3)CC2)cc1	5%	-1%	5%	-4%	-2%	13%	-6%	-22%	-1%	-11%

Next section:
item	molecule	VP16 counter	Rab9 prom act	uPA surface inh	NPC1 prom act	MBNL1-CUG inh	p53 reactivator	FLuc counter	RORgamma inh	ELG1 genotoxic	BRCA1 expr act
13	Nc1nc(SC23CC4CC(CC(C4)C2)C3)ns1	-2%	?	5%	17%	-4%	2%	?	-12%	4%	-1%
14	Cc1cccc(C)c1NC(=O)N1CCN(c2nc3ccccc3s2)CC1	-1%	-24%	0%	-9%	-14%	-2%	-4%	?	-6%	-39%
15	CC1=CC(C)(C)N2C(=O)C3(NCCc4c3[nH]c3ccccc43)c3cccc1c32 (stereo not given)	-2%	-15%	13%	-4%	13%	0%	4%	-29%	-3%	-14%
16	CCOC(=O)c1ccc(S(=O)(=O)N2CCN(c3ccccn3)CC2)cc1	0%	-6%	-5%	-3%	-7%	-2%	0%	-2%	-3%	-36%
17	CCCc1c(C(=O)N/N=C/c2ccccc2OCc2ccc(F)cc2)nnn1-c1nonc1N	?	0%	-1%	-2%	2%	6%	2%	?	13%	-2%
18	CC(C)CC(=O)N1CCN(c2ccc(NC(=O)c3ccco3)cc2)CC1	24%	3.2µM*	-5%	0%	-1%	-6%	0%	-6%	2%	7%
19	CC(=O)N1CCN(C2=NC(=O)C(=C3CCCCC3)S2)CC1	?	17%	-4%	9%	-5%	?	-19%	?	7%	55%
20	CC1=C(C)CC(C(=O)NCCCN2CCCC2=O)C(C(=O)O)C1 (stereo not given)	2%	3%	5%	0%	-4%	8%	0%	?	1%	-9%
21	O=C(CSc1ccc([N+](=O)[O-])cc1)Nc1ccccc1N1CCOCC1	·	·	12%	·	·	-2%	·	·	-5%	-21%
22	O=C(COc1ccccc1Cl)Nc1ccc2c(c1)OCCO2	7%	1.6µM*	7%	4µM*	0%	26%	4.8µM*	10%	4.1µM*	0%
23	O=C(NCCC1CCCCN1S(=O)(=O)c1cccs1)C(=O)NCc1ccccc1 (stereo not given)	·	-3%	-14%	-6%	·	-7%	0%	·	-3%	-67%
24	CCOC(=O)Cc1csc(NC(=S)NC(=O)c2ccc(Cl)cc2)n1	?	-10%	1%	-7%	5%	-18%	12µM*	7.1µM*	0%	-74%

Carrying on.
item	molecule	VP16 counter	Rab9 prom act	uPA surface inh	NPC1 prom act	MBNL1-CUG inh	p53 reactivator	FLuc counter	RORgamma inh	ELG1 genotoxic	BRCA1 expr act
25	Cc1ccc2[nH]c(=O)c(CNC(C)(C)C)cc2c1	-2%	-2%	-4%	1%	?	0%	1%	-33%	-6%	6%
26	CCn1c(SCC(=O)Nc2nc3c(s2)CCCC3)nnc1-c1ccccc1	-8%	1%	-8%	-1%	1%	3%	-14%	9%	-10%	-53%
27	CCNC(=S)NNC(=O)c1ccccc1Cl	14µM*	-3%	5%	-4%	·	-15%	7%	3.2µM*	-2%	-1%
28	COc1ccccc1OCC(=O)NNC(=O)Nc1ccc(Cl)cc1	-4%	-16%	-5%	-2%	-5%	2%	0%	12%	11%	-60%
29	CCOC(=O)N1CCN(C(=O)c2cn(CC)c3ccc(S(=O)(=O)N4CCC(C)CC4)cc3c2=O)CC1	4%	0%	-1%	-5%	4%	-1%	-4%	11%	1%	4%
30	COCCNC(=O)C(=O)NNC(=O)CCc1ccccc1	-5%	3%	10%	-2%	-8%	1%	1%	11%	-2%	-6%
31	CCn1cc(/C=N/O)c(C)n1	-1%	13%	1%	-4%	-11%	5%	5%[2.3 µM]	29%	-1%	0%
32	CNS(=O)(=O)c1cccc(C(=O)NC2CCCc3ccccc32)c1 (stereo not given)	-8%	0%	-1%	-5%	-3%	0%	7%	-15%	-8%	-16%
33	COC(=O)C1=C(N)c2c(F)cccc2C1(C#N)c1ccccc1 (stereo not given)	4%	4%	6%	-2%	5%	-2%	-1%	-16%	-9%	-11%
34	Cc1cccc(NC(=O)c2cc3c([nH]c4ccccc43)c(C)n2)c1C	-2%	15%	-1%	-10%	5%	-7%	2%	?	3%	-5%
35	Cc1cccc(OCc2ccc(C(=O)N3CCOCC3)o2)c1	1%	3%	2%	3%	-12%	7%	0%	23%	-1%	-4%
36	CCOc1ccccc1NC(=O)C1COc2ccccc2O1 (stereo not given)	0%	4%	?	?	1%	·	2%	?	-1%	-60%

(continued)
item	molecule	VP16 counter	Rab9 prom act	uPA surface inh	NPC1 prom act	MBNL1-CUG inh	p53 reactivator	FLuc counter	RORgamma inh	ELG1 genotoxic	BRCA1 expr act
37	Cc1cc(C)c(NC(=O)C(=O)NCc2ccco2)c(C)c1	7%	-5%	-4%	-4%	·	-1%	1%	2%	3%	9%
38	CC(=O)N1CCc2cc(S(=O)(=O)NCCCOC(C)C)ccc21	-11%	-5%	3%	1%	-8%	3%	7%	?	-8%	-15%
39	O=C(OCc1ccc(COC(=O)c2ccccn2)cc1)c1ccccn1	4%	-5%	-2%	-2%	-2%	22%	4%[2.3 µM]	17%	1%	4%
40	CSc1cccc(NC(=O)CCc2ccccc2)c1	-6%	8%	1%	11%	7%	5%	?	32%	6%	-5%
41	CC(C)(CNC(=O)c1cc(Cl)c(O)c(Cl)c1)N1CCCCC1	1%	-7%	·	-43%[inhibitor]	-1%	7%	1%	-21%	2%	-1%
42	C/C(CC(=O)Nc1cccnc1)=N\NC(=O)C(=O)NC(C)C	-3%	-2%	8%	6%	0%	4%	3%	-19%	-1%	-7%
43	CCOC(=O)c1nsnc1NCCSC(=N)N	-11%	-3%	?	10%	24%	6%	1%	-19%	-3%	-1%
44	C[C@H](CO)N1C[C@H](C)[C@@H](CN(C)C(=O)Nc2ccc(C(F)(F)F)cc2)Oc2ccc(NS(=O)(=O)c3ccccc3)cc2C1=O	·	·	7%	·	·	-6%	·	·	-1%	0%
45	Cc1ccc(S(=O)(=O)N2CCN(C(=O)COC(=O)c3c(C)noc3C)CC2)c(C)c1	-1%	-1%	-3%	1%	-1%	-1%	-2%	0%	-3%	-1%
46	O=C(NCc1nc2ccccc2[nH]1)C1=C[C@@H](c2ccccc2)C[C@@H](OCCCCO)O1	1%	-4%	10%	-3%	1%	-2%	6%	0%	-4%	-15%
47	Fc1ccccc1NC(=S)Nc1cccnc1	-13%	-3%	-2%	1%	-5%	13%	1%	-11%	-1%	-7%
48	O=C(NCc1ccccn1)c1nc(Cn2ccc([N+](=O)[O-])n2)no1	2%	-3%	0%	-2%	19%	6%	1%	-29%	-1%	21%

Next records
item	molecule	VP16 counter	Rab9 prom act	uPA surface inh	NPC1 prom act	MBNL1-CUG inh	p53 reactivator	FLuc counter	RORgamma inh	ELG1 genotoxic	BRCA1 expr act
49	O=C(CCC1CCN(C(=O)c2cc(C(F)(F)F)ccc2Cl)CC1)NC1CC1	-1%	-4%	11%	2%	3%	9%	6%	0%	0%	1%
50	CC(=O)NCCC(=O)Nc1nc(-c2ccc3c(c2)OCCO3)cs1	-10%	?	4%	24%	2%	-8%	19µM*	9%	10%	74%
51	CCOc1ncccc1C(=O)OCc1ccc(C(=O)OC)cc1	?	-15%	-12%	10%	?	?	?	37%	?	?
52	CN(CC(=O)N1CCCCC1)S(=O)(=O)c1cccc2nsnc12	-10%	-2%	11%	-2%	?	-5%	0%	-4%	2%	-8%

Compound activity deposited in PubChem BioAssay by National Center for Advancing Translational Sciences (NCATS).
